# BLM helicase inh: qHTS Assay for Inhibitors of Bloom's syndrome helicase (BLM); RecQ-like DNA helicase BLM (Homo sapiens), P54132; recombinant BLM DNA unwinding, fluorescence dequenching; Potency, µM (doses to about 56.1 µM), inactives show top-dose activity change, negative = inhibition, usual class: inhibitors; hit rate 0.2% among 350,000;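 further: plate controls were vehicle for no effect and no enzyme for full effect; nearly all actives have a fitted effect of over 35% in size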
# Pol kappa inh: qHTS for Inhibitors of Polymerase Kappa. Potency, µM (doses to about 107 µM), inactives show at the highest dose activity, negative = inhibition, actives largely listed as inhibitors. hit rate 0.53% among 400,000. purified Pol kappa, fluorescent DNA synthesis assay, 10 min. AID 588579, 2011; further: on the % scale 0 is the no-effect control and ±100 the full control effect
#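 Fluorescent qHTS in 1536-well format: enzyme (10 nM) and compound sat 15 min at room temperature before 50 nM substrate (final) was added. Signal taken at 0 and 10 min; no-enzyme buffer wells were negative controls.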
# Anesthetic bind: qHTS Assay for Identification of Novel General Anesthetics; Ferritin light chain (Equus caballus), P02791; apoferritin/1-aminoanthracene competitive binding, fluorescence; Potency, µM (doses to about 77.5 µM), without a hit: top-dose activity change, negative = displacement, actives largely listed as inhibitors; hit rate 0.074% among 350,000; AID 485281, 2010; further: on the % scale 0 is the no-effect control and ±100 the full control effect; nearly all actives have a fitted effect of over 20% in size
#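 Horse-spleen apoferritin (10 uM) was mixed with 50% saturated 1-aminoanthracene in PBS, exposed to compounds for 10 min at room temperature, and read for fluorescence (ex 380 nm, em 535 nm). Competitive displacement was fitted with a four-parameter Hill equation.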
# G9a inh: qHTS Assay for Inhibitors of Histone Lysine Methyltransferase G9a; G9a H3K9 monomethylation, AlphaScreen, 2 h; hit rate 8.8% among 350,000; Histone-lysine N-methyltransferase EHMT2 (Homo sapiens), Q96KQ7; Potency, µM (series often up to 102 µM), inactives show top-dose activity, negative = inhibition, actives largely listed as inhibitors; further: on the % scale 0 is the no-effect control and ±100 the full control effect; nearly all actives have a fitted effect of over 75% in size
#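 Enzyme 20 nM + cpd, 15 min RT; add b-H3K9 pep 500 nM / SAM 20 uM; 2 h RT; anti-H3K9me1 Ab 0.5 ug/mL + SA donor / anti-rabbit acceptor beads 20 ug/mL each, 10 min; AlphaScreen read.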
# BAZ2B block: qHTS Assay for Inhibitors of BAZ2B | Potency, µM (top dose mostly 114 µM), for inactives: at the highest dose activity change, negative = inhibition, actives largely listed as inhibitors | AID 504333, 2011 | AlphaScreen BAZ2B-H3K14Ac peptide displacement | hit rate 4.4% among 360,000 | Bromodomain adjacent to zinc finger domain protein 2B (Homo sapiens), Q9UIF8; further: on the % scale 0 is the no-effect control and ±100 the full control effect; nearly all actives have a fitted effect of over 60% in size
# Target sequence (Q9UIF8 whole entry, looked up, the tested form may be a part): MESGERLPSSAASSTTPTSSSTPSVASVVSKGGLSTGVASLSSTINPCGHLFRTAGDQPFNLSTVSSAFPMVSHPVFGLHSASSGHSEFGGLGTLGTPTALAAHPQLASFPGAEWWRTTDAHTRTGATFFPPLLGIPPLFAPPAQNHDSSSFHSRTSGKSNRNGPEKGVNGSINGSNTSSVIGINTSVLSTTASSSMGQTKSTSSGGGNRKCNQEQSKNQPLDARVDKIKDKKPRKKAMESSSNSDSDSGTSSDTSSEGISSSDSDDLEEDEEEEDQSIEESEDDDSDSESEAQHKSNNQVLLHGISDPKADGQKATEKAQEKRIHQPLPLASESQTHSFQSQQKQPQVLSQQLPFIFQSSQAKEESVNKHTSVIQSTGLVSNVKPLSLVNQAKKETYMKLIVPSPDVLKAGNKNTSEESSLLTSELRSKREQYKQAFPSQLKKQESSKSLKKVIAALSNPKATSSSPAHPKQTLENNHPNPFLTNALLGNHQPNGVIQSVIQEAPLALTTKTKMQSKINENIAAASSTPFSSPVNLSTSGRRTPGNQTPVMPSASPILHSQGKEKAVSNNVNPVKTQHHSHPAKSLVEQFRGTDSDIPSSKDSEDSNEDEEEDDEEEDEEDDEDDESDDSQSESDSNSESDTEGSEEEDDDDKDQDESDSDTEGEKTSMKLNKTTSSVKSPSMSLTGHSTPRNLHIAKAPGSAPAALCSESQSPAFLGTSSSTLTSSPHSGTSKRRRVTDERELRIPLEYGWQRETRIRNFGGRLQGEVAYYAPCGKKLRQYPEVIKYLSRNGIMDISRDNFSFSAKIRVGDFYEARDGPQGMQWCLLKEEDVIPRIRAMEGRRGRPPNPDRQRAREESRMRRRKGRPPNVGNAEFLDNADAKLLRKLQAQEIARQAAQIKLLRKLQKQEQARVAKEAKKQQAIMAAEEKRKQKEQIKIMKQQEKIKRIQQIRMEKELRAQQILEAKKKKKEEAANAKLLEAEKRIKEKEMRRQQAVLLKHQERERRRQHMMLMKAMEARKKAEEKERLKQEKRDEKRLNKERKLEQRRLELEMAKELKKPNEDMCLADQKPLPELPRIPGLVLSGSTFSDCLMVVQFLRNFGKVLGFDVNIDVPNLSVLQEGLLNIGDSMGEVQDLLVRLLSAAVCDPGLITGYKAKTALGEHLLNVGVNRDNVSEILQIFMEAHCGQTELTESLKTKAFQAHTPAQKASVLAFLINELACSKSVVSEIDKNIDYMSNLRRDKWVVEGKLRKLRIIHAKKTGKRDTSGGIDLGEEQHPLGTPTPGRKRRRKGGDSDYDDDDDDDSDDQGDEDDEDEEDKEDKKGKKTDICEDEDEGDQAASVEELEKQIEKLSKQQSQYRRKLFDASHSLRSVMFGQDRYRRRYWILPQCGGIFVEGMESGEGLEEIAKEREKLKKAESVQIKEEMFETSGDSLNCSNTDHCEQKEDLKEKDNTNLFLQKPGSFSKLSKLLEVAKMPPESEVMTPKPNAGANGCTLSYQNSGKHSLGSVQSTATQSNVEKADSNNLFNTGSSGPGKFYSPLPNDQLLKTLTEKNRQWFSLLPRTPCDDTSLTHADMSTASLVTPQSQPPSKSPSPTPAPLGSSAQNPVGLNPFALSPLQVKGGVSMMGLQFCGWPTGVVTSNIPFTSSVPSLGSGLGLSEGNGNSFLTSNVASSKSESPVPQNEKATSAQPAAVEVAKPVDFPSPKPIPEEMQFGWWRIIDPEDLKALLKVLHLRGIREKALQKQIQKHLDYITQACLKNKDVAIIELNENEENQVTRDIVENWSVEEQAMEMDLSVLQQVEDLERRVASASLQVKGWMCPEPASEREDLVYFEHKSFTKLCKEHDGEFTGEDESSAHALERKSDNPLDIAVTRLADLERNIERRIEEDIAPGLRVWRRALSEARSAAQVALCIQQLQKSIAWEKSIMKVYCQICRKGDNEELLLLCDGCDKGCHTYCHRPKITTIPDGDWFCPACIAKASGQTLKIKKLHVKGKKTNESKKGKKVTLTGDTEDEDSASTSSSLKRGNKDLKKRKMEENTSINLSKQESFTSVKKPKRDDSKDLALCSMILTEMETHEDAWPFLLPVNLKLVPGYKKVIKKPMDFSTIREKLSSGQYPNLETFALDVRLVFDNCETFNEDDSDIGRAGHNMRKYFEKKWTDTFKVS
#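 BAZ2B (50 nM) with biotin-H3(5-23)K14Ac peptide (50 nM) in PBS pH 7.4, 0.01% Tween-20, preformed 30 min, then compound 30 min at room temperature; top concentration 110uM. AlphaScreen streptavidin donor/nickel chelate acceptor beads (10 ug/mL final), 20 min dark, signal read.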
# Pol iota inh: qHTS for Inhibitors of Polymerase Iota; Pol iota fluorescent replication assay, 10 min; DNA polymerase iota (Homo sapiens), Q9UNA4; AID 588590, 2011; hit rate 1% among 390,000; Potency, µM (doses to about 115 µM), for the others: top-dose activity, negative = inhibition, actives largely listed as inhibitors
#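 Pol iota at 10 nM preincubated 15 min with compounds at room temperature; reaction started with fluorescent substrate, 50 nM final. Fluorescence read kinetically at 0 and 10 min; buffer-only wells as negative control.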
# Pol eta inh: qHTS for Inhibitors of Polymerase Eta | DNA polymerase eta (Homo sapiens), Q9Y253 | Potency, µM (titrated, usually from 114 µM), for the others: at the top dose activity change, negative = inhibition, usual class: inhibitors | recombinant Pol eta, fluorescent DNA replication assay | hit rate 1.2% among 390,000; further: on the % scale 0 is the no-effect control and ±100 the full control effect
#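 Pol eta at 10 nM preincubated with compounds 15 min at room temperature; reaction started with fluorescent substrate (50 nM final) and read kinetically at 0 and 10 min.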
# APEX1 inh: qHTS Assay for Inhibitors of the Human Apurinic/apyrimidinic Endonuclease 1 (APE1) | hit rate 0.35% among 350,000 | Potency, µM (top dose mostly 65.8 µM), inactives show top-dose activity change, negative = inhibition, most hits filed as inhibitors | recombinant APE1, TAMRA/BHQ-2 abasic DNA cleavage fluorescence;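 further: plate controls were vehicle for no effect and reference inhibitor for full effect; nearly all actives have a fitted effect of over 55% in size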
#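 Compound pre-exposure to 0.75 nM APE1, 15 min at ambient temperature. Reaction initiated with 50 nM TAMRA/BHQ-2 THF substrate, read immediately in kinetic mode, 525 nm excitation, 598 nm emission.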
# POLB inh: qHTS Assay for Inhibitors of DNA Polymerase Beta; P06746; Pol beta primer extension/strand displacement, fluorescence kinetic; Potency, µM (series often up to 114 µM), for inactives: at the highest dose activity change, negative = inhibition, most hits filed as inhibitors; hit rate 1.3% among 340,000; AID 485314, 2010; further: on the % scale 0 is the no-effect control and ±100 the full control effect
#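 Curves were derived by four-parameter Hill fits of normalized qHTS data. The kinetic fluorescent primer-extension read was taken at 0 and 10 min after 50 nM substrate, following a 15 min room-temperature preincubation of 10 nM enzyme with compounds.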
# Numbers without * were called inactive; ? = inconclusive; . = not tested or not shown; & = joins results of further samples; [ ] = another dose, or the depositor's remark. The call rests on the fitted dose curve; in most records, active means well fitted curve in the direction sought with a large enough effect; inconclusive means small, poorly fitted or top-dose-only effect, or another doubt; inactive means no such curve, though single readings can be large; an effect the other way counts as inactive or inconclusive. Potency means the concentration at half of the fitted maximal effect.
SMILES,BLM helicase inh,Pol kappa inh,Anesthetic bind,G9a inh,BAZ2B block,Pol iota inh,Pol eta inh,APEX1 inh,POLB inh
COc1ccc(/C=N/OCC(=O)NCc2cccs2)c(OC)c1,3%,-9%,-6%,-17%,1%,13%,-3%,6%,2%[57.1 µM]
CC(=O)c1cccc(NC(=O)c2cc(S(=O)(=O)N3CCOCC3)cs2)c1,1%,-11%,-4%,.,-12%,30%,-2%,8%,2%
O=C1CCCC/C1=C\Nc1ccc(S(=O)(=O)Nc2cnc3ccccc3n2)cc1,1%,-16%,-5%,?,-2%,?,-11%,-1%,-8%
CCOc1ccc(CCNC(=O)C(CC)n2nc(C)c3c(C)n(-c4ccccc4)nc3c2=O)cc1 (stereo not drawn),-1%,8%,-1%,-4%[59 µM],-14%,2%,-2%,.,7%
CCCC(=O)C1=C(O)C(C(=O)OC)C(C)(C)CC1=NC (stereo not drawn),0%,-3%,-4%,10%[59 µM],10%,-10%,-13%,5%,23%
CCN(CC)C(=O)C1=C(C)Nc2nc3ccccc3n2C1c1ccc(Cl)cc1 (stereo not drawn),-5%,-3%,-3%,6%[59 µM],0%,16%,-5%,.,-3%
CC(=O)C1=C(Nc2ccccc2)CC(C)(O)C(C(C)=O)C1c1ccccc1 (stereo not drawn),-1%,-11%,5%,.,-2%,53%[activator],-7%,20%,10%
O=C(O)CNC(=O)/C(=C/c1ccco1)NC(=O)/C=C/c1ccccc1,-3%,3%,-10%,?,?,7%,-20%,0%,-29%
CN(C)S(=O)(=O)c1ccc(C(=O)NCc2nnc(SCC(=O)N3CCCCCC3)o2)cc1,0%,-17%,-11%,26%,-7%,-6%,-6%,18%,-7%
O=C(O)c1c(NC(=O)N2CCOCC2)sc2c1CCCC2,-4%,7%,-1%,-27%,-19%,9%,-17%,36%,31%
Cc1cc(C)c(S(=O)(=O)Nc2ncccc2C)c(C)c1,0%,-7%,-8%,15%,6%,5%,-24%,21%,9%
O=S(=O)(c1cc(F)ccc1F)N1CCN(C2CCCCC2)CC1,-1%,-10%,-9%,13%,-15%,10%,-5%,17%,2%
O=C(CN1C(=O)NC2(CCCC2)C1=O)Nc1cccc(-c2nnc3n2CCCCC3)c1,2%,-8%,-12%,20%,23%,-6%,-14%,-3%,1%
Cc1cc(C)cc(N(C(=O)c2ccc(Br)o2)C2C=CS(=O)(=O)C2)c1 (stereo not drawn),-10%,-13%,-2%,-23%,-12%,56%[activator],-1%,3%,2%
O=C1COc2ccc(S(=O)(=O)CCC(=O)N3CCN(c4cccc(C(F)(F)F)c4)CC3)cc2N1,-2%,-2%,-19%,52%[activator],-20%,46%[activator],-21%,24%,2%
COc1ccc(N2CCN(S(=O)(=O)CCNC(=O)COc3ccccc3)CC2)cc1,.,-10%,.,26%[0.501 µM],13%,7%,1%,-2%,.
N/C(=N\OC(=O)c1ccc(F)cc1)c1cccc([N+](=O)[O-])c1,-3%,4%,-5%,.,-7%,30%,-9%,-30%,?
O=C(COc1ncnc2ccccc12)Nc1cc([N+](=O)[O-])ccc1F,-1%,-5%,3%,.,5%,49%[activator],-3%,13%,2%
COC(=O)c1c(NC(=O)c2cccc([N+](=O)[O-])c2)sc(C(N)=O)c1C,-9%,-10%,-7%,.,-14%,76%[activator],-11%,-3%,40%
COc1ccc(-c2ncccc2OC(=O)C23CC4CC(CC(C4)C2)C3)cc1OC,0%,-11%,7%,45µM*,-6%,63%[activator],-5%,-3%,21%[57.1 µM]
O=c1c(O)c(-c2ccccc2)oc2cc(O)ccc12,1%,-4%[60.1 µM],219%[activator],.,.,.,.,-1%,.
CCOC(=O)c1cnc2c(c(C)nn2C)c1Oc1ccc(Cl)cc1,-6%,-12%,2%,20%[59 µM],44%[activator],-9%,-1%,1%,-21%
Cc1ccc(Nc2nnc(SCC(=O)Nc3ncc(S(=O)(=O)c4ccc([N+](=O)[O-])cc4)s3)s2)cc1,-1%,-6%,-4%,-10%[59 µM],-19%,5%,7%,-2%,-6%
CCOC(=O)N1CCN(S(=O)(=O)c2ccc3c(c2)SCC(=O)N3)CC1,-6%,-9%,-10%,-30%,2%,38%[activator],-12%,1%,14%

# Given with bars between the fields: entries from further up
mol | BLM helicase inh | Pol kappa inh | Anesthetic bind | G9a inh | BAZ2B block | Pol iota inh | Pol eta inh | APEX1 inh | POLB inh
N/C(=N\OC(=O)c1ccc(F)cc1)c1cccc([N+](=O)[O-])c1 | -3% | 4% | -5% | . | -7% | 30% | -9% | -30% | ?
O=C(COc1ncnc2ccccc12)Nc1cc([N+](=O)[O-])ccc1F | -1% | -5% | 3% | . | 5% | 49%[activator] | -3% | 13% | 2%
COC(=O)c1c(NC(=O)c2cccc([N+](=O)[O-])c2)sc(C(N)=O)c1C | -9% | -10% | -7% | . | -14% | 76%[activator] | -11% | -3% | 40%
COc1ccc(-c2ncccc2OC(=O)C23CC4CC(CC(C4)C2)C3)cc1OC | 0% | -11% | 7% | 45µM* | -6% | 63%[activator] | -5% | -3% | 21%[57.1 µM]
O=c1c(O)c(-c2ccccc2)oc2cc(O)ccc12 | 1% | -4%[60.1 µM] | 219%[activator] | . | . | . | . | -1% | .
CCOC(=O)c1cnc2c(c(C)nn2C)c1Oc1ccc(Cl)cc1 | -6% | -12% | 2% | 20%[59 µM] | 44%[activator] | -9% | -1% | 1% | -21%
Cc1ccc(Nc2nnc(SCC(=O)Nc3ncc(S(=O)(=O)c4ccc([N+](=O)[O-])cc4)s3)s2)cc1 | -1% | -6% | -4% | -10%[59 µM] | -19% | 5% | 7% | -2% | -6%
CCOC(=O)N1CCN(S(=O)(=O)c2ccc3c(c2)SCC(=O)N3)CC1 | -6% | -9% | -10% | -30% | 2% | 38%[activator] | -12% | 1% | 14%

# (list continues)
SMILES,BLM helicase inh,Pol kappa inh,Anesthetic bind,G9a inh,BAZ2B block,Pol iota inh,Pol eta inh,APEX1 inh,POLB inh
COc1ccc(-c2n[nH]c3c2CN(C(=O)c2ccccc2)CC3)cc1,-3%,10%,-9%,5%,-17%,6%,-24%,52%[activator],11%
Cc1ccc(C(=O)COc2cccc(NC(=O)c3ccco3)c2)cc1,-1%,-12%,-5%,9%[59 µM],10%,12%,-20%,3%,-18%
Cc1cc(OCC(=O)N2CCC(O)CC2)c2c(C)cc(=O)oc2c1,1%,-4%,-7%,6%[0.501 µM],-6%,21%,6%,-13%,2%
O=C(OCCN1C(=O)c2ccccc2C1=O)[C@@H]1CC(O)CN1S(=O)(=O)c1ccccc1[N+](=O)[O-] (stereo partly drawn),.,1%,.,.,.,18%,-15%,-4%,.
COc1ccc(CNC(=O)C(C)N2CCN(S(=O)(=O)c3ccccc3F)CC2)cc1 (stereo not drawn),.,5%,.,-13%[2.33 µM],8%,-9%,-19%,-8%,.
CCCC1(C(=O)OCC)NC(c2ccc(O)cc2)C2C(=O)N(c3ccc4c(c3)OCCO4)C(=O)C21 (stereo not drawn),-5%,-6%,-4%,22%[12.7 µM],4%,6%,9%,-1%,6%
O=C(COC(=O)CSc1ccc([N+](=O)[O-])cc1)NCCc1ccccc1,.,-12%,.,-10%[0.501 µM],-8%,42%[activator],-21%,4%,.
O=C(Nc1ccc(Oc2cccnc2)cc1)C1CCN(Cc2ccccc2)CC1,2%,-3%,?,0%,-17%,17%,-14%,51%,-8%
COC(=O)c1ccc(Cn2nc(-c3ccc(C)c(C)c3)ccc2=O)cc1,-3%&-12%,-1%&-5%,?,?,2%&-11%,-7%&18%,-9%&-28%,0%,?
CCOC(=O)Cc1csc(SCC(=O)NC2CCCC(C)C2C)n1 (stereo not drawn),-3%,-4%,?,36%[59 µM],-27%,9%,-23%,4%,3%
CCn1c(=O)cc(OCC(=O)N(C)c2ccc(OC)cc2)c2ccccc21,-3%,-3%,-6%,-13%[59 µM],89µM*,-2%,-8%,.,0%
O=C(c1ccc(S(=O)(=O)Nc2ccccc2)cc1)N1CCCC1,.,0%,.,-2%,-5%,37%[activator],-7%,6%,.
COc1ccccc1CN1CC(C(=O)NCCN(C)CCc2ccccc2)CCC1=O (stereo not drawn),-4%,-16%,-6%,.,-7%,-16%,-2%,4%,44%
Cc1ccc2c(c1)N(CCC(=O)NCc1ccccc1Cl)C(=O)CO2,-1%,3%,-2%,7%[59 µM],5%,-30%,1%,.,15%
Cc1ccc(OCCN2C(=O)c3ccccc3C2=O)c(C)c1,-7%,-6%,-3%,99%[activator],33%,8%,-2%,2%,-1%
Cc1cc(C)c(S(=O)(=O)c2c(C)cccc2C)c(OCC(C)C)n1,-12%,0%,-12%,-4%[12.7 µM],40%[activator],-6%,-21%,0%,?
Cc1cc(Br)ccc1NC(=S)NC1CCCC1,-5%,1%,-15%,.,-20%,?,-9%,5%,18%
CN(C)c1ccc(/C=N/NC(=O)C2COc3ccccc3O2)o1 (stereo not drawn),-7%,-4%,-8%,?,-7%,6%,-21%,-1%,32%

# Assay outcomes as filed in PubChem BioAssay.

# These rows are one share of the data; count on the stated rates, not on these rows.
